PAFAH1B3 FP inh: PAFAH1B3 (human) inhibition; actives 0.28% (n = 340,000); inhibition, % at 3.39 µM; Q15102; recombinant PAFAH1B3, FP-rhodamine probe, fluorescence polarization;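 active = inhibition above the screen-wide average of all tested compounds plus 3 SD, cut at about 25% in these data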;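 note: 0% = enzyme with DMSO only and 100% = wells lacking PAFAH1B3 protein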
Target sequence (Q15102 whole entry, looked up): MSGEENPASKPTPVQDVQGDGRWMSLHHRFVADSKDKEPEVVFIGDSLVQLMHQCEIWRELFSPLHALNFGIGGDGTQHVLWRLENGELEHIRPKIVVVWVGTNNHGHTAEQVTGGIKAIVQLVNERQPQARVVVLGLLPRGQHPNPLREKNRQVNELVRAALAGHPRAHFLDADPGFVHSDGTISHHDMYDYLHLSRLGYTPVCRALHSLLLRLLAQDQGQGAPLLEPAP
PAFAH1B2 FP inh: blocks human PAF acetylhydrolase 1b catalytic subunit 2. AID 492953. P68402. actives 1.2% (n = 340,000). recombinant PAFAH1B2, FP-rhodamine activity probe, fluorescence polarization. inhibition, % at 3.39 µM;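 active = inhibition above the mean of all tested compounds plus 3 SD, cut at about 24% in these data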;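 note: 0% = enzyme with DMSO and 100% = wells lacking PAFAH1B2; many of its hits are not listed in these tables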
Target sequence (P68402 whole entry, looked up): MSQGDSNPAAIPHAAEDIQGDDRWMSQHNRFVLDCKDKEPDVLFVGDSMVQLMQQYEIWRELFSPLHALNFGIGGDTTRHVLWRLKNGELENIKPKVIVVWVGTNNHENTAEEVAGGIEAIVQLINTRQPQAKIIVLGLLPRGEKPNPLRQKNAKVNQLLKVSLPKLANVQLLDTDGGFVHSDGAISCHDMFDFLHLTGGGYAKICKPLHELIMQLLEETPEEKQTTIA
LYPLA2 counter: blocks human lysophospholipase 2, a PME1 counter-screen. actives 0.38% (n = 320,000). recombinant LYPLA2, FP-Rh probe fluorescence polarization. inhibition, % at 5.9 µM. O95372;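 active = inhibition above the screen-wide mean plus 3 SD, limit set per campaign, cut at about 26% in these data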;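 note: 0% = LYPLA2 with DMSO and 100% = wells lacking LYPLA2 enzyme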
GSTO1 inh: blocks human GSTO1 in RBBP9 counter-screen. recombinant GSTO1, activity-based probe fluorescence polarization. inhibition, % at 5.96 µM. P78417. actives 1.1% (n = 300,000);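 active = inhibition above the campaign mean inhibition plus 3 SD, cut at about 35% in these data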;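 note: 0% = GSTO1-1 with DMSO and 100% = wells lacking GSTO1-1 enzyme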
Target sequence (P78417 whole entry, looked up): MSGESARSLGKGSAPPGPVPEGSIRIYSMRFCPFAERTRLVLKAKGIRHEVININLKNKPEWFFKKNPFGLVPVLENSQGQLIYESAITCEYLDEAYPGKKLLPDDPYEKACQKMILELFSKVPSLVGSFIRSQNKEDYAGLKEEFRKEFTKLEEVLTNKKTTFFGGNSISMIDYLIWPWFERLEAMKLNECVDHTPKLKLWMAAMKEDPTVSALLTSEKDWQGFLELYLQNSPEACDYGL
LYPLA1 counter: blocks human lysophospholipase 1, a PME1 counter-screen | recombinant LYPLA1, FP-Rh probe fluorescence polarization | O75608 | actives 0.16% (n = 320,000) | inhibition, % at 5.9 µM;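 active = inhibition above the mean of all tested compounds plus 3 SD, set per campaign, cut at about 14% in these data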;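 note: inhibitors block serine hydrolase probe labeling of LYPLA1 so polarization falls; 0% = enzyme with DMSO and 100% = wells lacking LYPLA1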
PME-1 inh: blocks human protein phosphatase methylesterase 1 | recombinant PME-1, FP-Rh probe fluorescence polarization | inhibition, % at 5.9 µM | actives 0.53% (n = 320,000) | AID 2130;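 active = inhibition above the campaign mean of all compounds plus 3 SD, cut at about 26% in these data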;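 note: competitive labeling of PME-1 active site by serine hydrolase directed probe; 0% = PME-1 with DMSO and 100% = wells lacking PME-1 enzyme; inhibitors block probe labeling so polarization falls and inhibition rises; many of its hits are not listed in these tables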
Target sequence (Q9Y570 whole entry, looked up): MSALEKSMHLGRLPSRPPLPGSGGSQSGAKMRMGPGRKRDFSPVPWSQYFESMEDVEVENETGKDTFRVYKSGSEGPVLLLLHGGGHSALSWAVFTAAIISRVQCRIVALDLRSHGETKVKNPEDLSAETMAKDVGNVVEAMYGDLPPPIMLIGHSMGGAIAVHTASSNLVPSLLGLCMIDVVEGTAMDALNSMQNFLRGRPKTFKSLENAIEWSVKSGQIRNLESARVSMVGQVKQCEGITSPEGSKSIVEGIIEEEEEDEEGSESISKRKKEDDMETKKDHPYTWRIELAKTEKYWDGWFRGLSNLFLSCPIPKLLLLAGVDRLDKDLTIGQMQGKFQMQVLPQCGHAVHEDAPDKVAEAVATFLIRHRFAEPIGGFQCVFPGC
PAFAH2 FP inh: inhibitors of human PAFAH2. Q99487. recombinant PAFAH2, FP-rhodamine activity probe, fluorescence polarization. inhibition, % at 3.39 µM. actives 0.99% (n = 340,000);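 active = inhibition above the mean over all tested compounds plus 3 SD, cut at about 30% in these data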;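 note: inhibitors block probe labeling of enzyme so polarization drops; 0% = enzyme with DMSO and 100% = wells lacking PAFAH2 protein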
PAD4 inh: blocks human protein arginine deiminase 4 | actives 0.41% (n = 330,000) | recombinant PAD4, RCA probe fluorescence polarization | inhibition, % at 6.36 µM | Q9UM07 | AID 485272;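 active = percent inhibition above a cutoff equal to the mean of all tested compounds plus 3 SD, cut at about 15% in these data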;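 note: 0% = PAD4 with RCA probe and DMSO and 100% = probe without PAD4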
pPAFAH FP inh: inhibitors of human plasma PAF acetylhydrolase (pPAFAH); Q13093; recombinant pPAFAH, FP-rhodamine probe fluorescence polarization; inhibition, % at 3.39 µM; actives 1.5% (n = 330,000);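 active = inhibition above the mean inhibition across the screen plus 3 SD, cut at about 25% in these data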;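 note: inhibitors block binding of the rhodamine activity-based probe so polarization drops; 0% = enzyme with DMSO and 100% = wells lacking pPAFAH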
Numbers without * were called inactive.

How did COc1ccc(OCc2cc(C(=O)N3CCN(C4CCCC4)CC3)no2)c(Cl)c1 do in these assays?
PAFAH1B3 FP inh: -4; PAFAH1B2 FP inh: 3; LYPLA2 counter: 17; GSTO1 inh: -1; LYPLA1 counter: 4; PME-1 inh: 4; PAFAH2 FP inh: -2; PAD4 inh: -2; pPAFAH FP inh: 6

Results for O=C(c1cc(-c2ccc(O)cc2)on1)N1CCCCCC1 ?
PAFAH1B3 FP inh: -2; PAFAH1B2 FP inh: 0; LYPLA2 counter: -1; GSTO1 inh: -4; LYPLA1 counter: 0; PME-1 inh: -6; PAFAH2 FP inh: 5; PAD4 inh: 3; pPAFAH FP inh: -7

What do the screens show for `COc1ccc(C(=O)c2ccc(Br)cc2)cc1`?
PAFAH1B3 FP inh: 5; PAFAH1B2 FP inh: -2; LYPLA2 counter: 1; GSTO1 inh: 1; LYPLA1 counter: 4; PME-1 inh: -3; PAFAH2 FP inh: 2; PAD4 inh: -4; pPAFAH FP inh: 8

How did Cn1c2cc(C#N)sc2c2cnn(Cc3ccc(F)cc3)c(=O)c21 do in these assays?
PAFAH1B3 FP inh: 4; PAFAH1B2 FP inh: -1; PAFAH2 FP inh: -1; PAD4 inh: 1; pPAFAH FP inh: -2

What do the screens show for `COc1cccc(C(=O)NCC(=O)N/N=C/c2cn[nH]c2-c2ccccc2)c1`?
PAFAH1B3 FP inh: 1; PAFAH1B2 FP inh: -1; LYPLA2 counter: -1; GSTO1 inh: 8; LYPLA1 counter: -2; PME-1 inh: -3; PAFAH2 FP inh: 4; PAD4 inh: -4; pPAFAH FP inh: 4

Results for CCOc1ccc2nc(NCCNC(=O)Nc3ccccc3)c(C#N)cc2c1 ?
PAFAH1B3 FP inh: 5; PAFAH1B2 FP inh: 0; LYPLA2 counter: -11; GSTO1 inh: 5; LYPLA1 counter: -4; PME-1 inh: -3; PAFAH2 FP inh: 5; PAD4 inh: -1; pPAFAH FP inh: -4

How did O=C(O)c1cccc(OS(=O)(=O)c2cc(Br)ccc2Br)c1 do in these assays?
PAFAH1B3 FP inh: 6; PAFAH1B2 FP inh: 21; LYPLA2 counter: 7; LYPLA1 counter: -1; PME-1 inh: -5; PAFAH2 FP inh: 19; PAD4 inh: -1; pPAFAH FP inh: 1

Results for Cc1ccc(CN2CCN(Cc3cnn(-c4ccc(F)cc4)c3)CC2CCO)o1 (configuration not stated) ?
PAFAH1B3 FP inh: 3; PAFAH1B2 FP inh: 4; LYPLA2 counter: -4; GSTO1 inh: -2; LYPLA1 counter: -3; PME-1 inh: 2; PAFAH2 FP inh: -6; PAD4 inh: -5; pPAFAH FP inh: -5

What do the screens show for `Fc1cccc(Nc2ncnc3c2cnn3-c2ccccc2)c1`?
PAFAH1B3 FP inh: -11; PAFAH1B2 FP inh: -3; LYPLA2 counter: -39; GSTO1 inh: -14; LYPLA1 counter: -22; PME-1 inh: -25; PAFAH2 FP inh: -5; PAD4 inh: -1; pPAFAH FP inh: -3

Results for CC(C)CCNC(=O)c1onc(CSc2ccncc2)c1C(=O)NCCC(C)C ?
PAFAH1B3 FP inh: 10; PAFAH1B2 FP inh: 3; LYPLA2 counter: -1; GSTO1 inh: -1; LYPLA1 counter: 2; PME-1 inh: -3; PAFAH2 FP inh: 0; PAD4 inh: -1; pPAFAH FP inh: 1

How did C[C@@H]1CN([C@@H](C)CO)C(=O)c2cc(N(C)C)ccc2O[C@@H]1CN(C)S(C)(=O)=O do in these assays?
PAFAH1B3 FP inh: 3; PAFAH1B2 FP inh: 9; PAFAH2 FP inh: 0; PAD4 inh: -2; pPAFAH FP inh: 4

How did c1ccc2[nH]c(CN3CCCCC3)nc2c1 do in these assays?
PAFAH1B3 FP inh: 9; PAFAH1B2 FP inh: 7; LYPLA2 counter: -1; GSTO1 inh: 5; LYPLA1 counter: 0; PME-1 inh: 2; PAFAH2 FP inh: 11; PAD4 inh: -5; pPAFAH FP inh: 1

What do the screens show for `COc1ccc(C2(c3ccc(OC)cc3)NC(=O)N(CC(=O)NC3CCCC3)C2=O)cc1`?
PAFAH1B3 FP inh: 3; PAFAH1B2 FP inh: -1; LYPLA2 counter: -1; GSTO1 inh: 7; LYPLA1 counter: -1; PME-1 inh: -6; PAFAH2 FP inh: 1; PAD4 inh: 4; pPAFAH FP inh: 9

Results for Cc1nn(C)c(C)c1CN(Cc1nc(CCC(C)C)no1)C(C)C ?
PAFAH1B3 FP inh: -1; PAFAH1B2 FP inh: 6; LYPLA2 counter: 6; GSTO1 inh: 8; LYPLA1 counter: -1; PME-1 inh: 2; PAFAH2 FP inh: -2; PAD4 inh: 4; pPAFAH FP inh: 3

How did O=C(c1cc(COc2ccc(F)cc2Cl)on1)N1CCSCC1 do in these assays?
PAFAH1B3 FP inh: 8; PAFAH1B2 FP inh: 5; LYPLA2 counter: 13; GSTO1 inh: 3; LYPLA1 counter: 0; PME-1 inh: 3; PAFAH2 FP inh: 10; PAD4 inh: 3; pPAFAH FP inh: 1

What do the screens show for `O=C(c1ccccc1)c1c(O)cc(-c2ccccc2)oc1=O`?
PAFAH1B3 FP inh: 10; PAFAH1B2 FP inh: 8; LYPLA2 counter: -4; GSTO1 inh: -2; LYPLA1 counter: -7; PME-1 inh: -2; PAFAH2 FP inh: -4; PAD4 inh: -9; pPAFAH FP inh: -1

What do the screens show for `Cc1ccc(NC2CCCN(C(=O)CCCN3CCCCC3=O)C2)cc1C` (configuration not stated)?
PAFAH1B3 FP inh: 3; PAFAH1B2 FP inh: -4; LYPLA2 counter: -3; GSTO1 inh: 1; LYPLA1 counter: -5; PME-1 inh: -1; PAFAH2 FP inh: 2; PAD4 inh: 2; pPAFAH FP inh: 18

What do the screens show for `Oc1ccc(Nc2ncnc3c2oc2ccccc23)cc1`?
PAFAH1B3 FP inh: 1; PAFAH1B2 FP inh: 2; LYPLA2 counter: 3; GSTO1 inh: 0; LYPLA1 counter: 3; PME-1 inh: 2; PAFAH2 FP inh: -2; PAD4 inh: 4; pPAFAH FP inh: 7

Results for Cc1occc1C(=O)NCCc1cccc(Cl)c1 ?
PAFAH1B3 FP inh: 4; PAFAH1B2 FP inh: 2; LYPLA2 counter: 5; GSTO1 inh: -5; LYPLA1 counter: 0; PME-1 inh: -6; PAFAH2 FP inh: 4; PAD4 inh: -3; pPAFAH FP inh: -1

What do the screens show for `CCCOc1ccc(S(=O)(=O)NNC(=O)c2cc3ccccc3o2)cc1`?
PAFAH1B3 FP inh: 6; PAFAH1B2 FP inh: 1; LYPLA2 counter: -6; GSTO1 inh: 7; LYPLA1 counter: -3; PME-1 inh: 1; PAFAH2 FP inh: -2; PAD4 inh: -9; pPAFAH FP inh: 2

What do the screens show for `Cc1nc2cc(NC(=O)N3CC4(C)CC3CC(C)(C)C4)ccc2n1C` (configuration not stated)?
PAFAH1B3 FP inh: -2; PAFAH1B2 FP inh: 16; LYPLA2 counter: -3; GSTO1 inh: 0; LYPLA1 counter: 0; PME-1 inh: 6; PAFAH2 FP inh: -7; PAD4 inh: -3; pPAFAH FP inh: -2

How did Cc1ccccc1-n1c(Cn2c(=O)sc3ccccc32)nnc1SCC(=O)NCC1CCCO1 (configuration not stated) do in these assays?
PAFAH1B3 FP inh: 12; PAFAH1B2 FP inh: -1; LYPLA2 counter: -5; GSTO1 inh: 3; LYPLA1 counter: 2; PME-1 inh: -4; PAFAH2 FP inh: 9; PAD4 inh: 0; pPAFAH FP inh: 1

Results for Cc1ccc2c(c1)-c1ccccc1S(=O)(=O)N2 ?
PAFAH1B3 FP inh: 2; PAFAH1B2 FP inh: 10; LYPLA2 counter: -1; GSTO1 inh: 3; LYPLA1 counter: -2; PME-1 inh: -1; PAFAH2 FP inh: -2; PAD4 inh: 0; pPAFAH FP inh: 10

What do the screens show for `O=S1(=O)NC(=NCc2ccco2)c2ccccc21`?
PAFAH1B3 FP inh: 6; PAFAH1B2 FP inh: -2; LYPLA2 counter: 5; GSTO1 inh: 3; LYPLA1 counter: 2; PME-1 inh: 1; PAFAH2 FP inh: 3; PAD4 inh: 1; pPAFAH FP inh: 0

What do the screens show for `CCCC(=NCC(=O)O)C1=C(O)C(C(=O)OC)C(C)(C)CC1=O` (configuration not stated)?
PAFAH1B3 FP inh: 6; PAFAH1B2 FP inh: 3; LYPLA2 counter: 3; GSTO1 inh: 10; LYPLA1 counter: 0; PME-1 inh: 3; PAFAH2 FP inh: -3; PAD4 inh: -1; pPAFAH FP inh: 0

How did COc1ccc(-n2cnnc2SCC(=O)Nc2cccc([N+](=O)[O-])c2)cc1 do in these assays?
PAFAH1B3 FP inh: 0; PAFAH1B2 FP inh: 2; LYPLA2 counter: -4; GSTO1 inh: -8; LYPLA1 counter: -1; PME-1 inh: -3; PAFAH2 FP inh: 8; PAD4 inh: -11; pPAFAH FP inh: -3

How did Cn1cccc1C(=O)Nc1ccc(N2CCOCC2)cc1 do in these assays?
PAFAH1B3 FP inh: 4; PAFAH1B2 FP inh: 5; PAFAH2 FP inh: -1; PAD4 inh: -7; pPAFAH FP inh: -1

Results for COc1ccc(NCN2C(=O)C3C4C=CC(C4)C3C2=O)cc1 (configuration not stated) ?
PAFAH1B3 FP inh: -1; PAFAH1B2 FP inh: 2; LYPLA2 counter: -3; GSTO1 inh: -6; LYPLA1 counter: 1; PME-1 inh: -2; PAFAH2 FP inh: -1; PAD4 inh: -1; pPAFAH FP inh: 5

What do the screens show for `Cc1ccc(N(C(=O)Cn2nnc3ccccc32)C(C(=O)NCc2ccco2)c2cccnc2)cc1` (configuration not stated)?
PAFAH1B3 FP inh: 2; PAFAH1B2 FP inh: 17; LYPLA2 counter: 0; GSTO1 inh: 7; LYPLA1 counter: 4; PME-1 inh: -3; PAFAH2 FP inh: 5; PAD4 inh: -4; pPAFAH FP inh: 6

How did O=C(NCCc1ccc2c(c1)OCCO2)c1ccccn1 do in these assays?
PAFAH1B3 FP inh: 3; PAFAH1B2 FP inh: -3; LYPLA2 counter: 1; GSTO1 inh: 5; LYPLA1 counter: -1; PME-1 inh: 3; PAFAH2 FP inh: 2; PAD4 inh: -4; pPAFAH FP inh: 4

What do the screens show for `O=C(CN1C(=O)c2cccnc2Oc2ccc(Cl)cc21)NC1CCCCC1`?
PAFAH1B3 FP inh: -1; PAFAH1B2 FP inh: 4; LYPLA2 counter: 1; GSTO1 inh: 1; LYPLA1 counter: 0; PME-1 inh: -2; PAFAH2 FP inh: 0; PAD4 inh: 2; pPAFAH FP inh: 5

Results for COc1cc(C(=O)OCCc2cc3ccccc3c(=O)o2)cc(OC)c1OC ?
PAFAH1B3 FP inh: -1; PAFAH1B2 FP inh: -5; LYPLA2 counter: 6; LYPLA1 counter: 5; PME-1 inh: 2; PAFAH2 FP inh: 5; PAD4 inh: -6; pPAFAH FP inh: 3

How did CC1(OC(=O)CCc2ccccc2)C(=O)C=C2C=C(c3ccc(C#N)cc3)N(Cc3ccccc3)C=C2C1=O (configuration not stated) do in these assays?
PAFAH1B3 FP inh: -5; PAFAH1B2 FP inh: -7; LYPLA2 counter: -7; GSTO1 inh: 28; LYPLA1 counter: -3; PME-1 inh: 1; PAFAH2 FP inh: 0; PAD4 inh: -17; pPAFAH FP inh: 15

What do the screens show for `COc1ccc(S(=O)(=O)N2CCC(NC(=O)OCc3c(Cl)cccc3Cl)CC2)cc1`?
PAFAH1B3 FP inh: 1; PAFAH1B2 FP inh: 0; LYPLA2 counter: 9; GSTO1 inh: 3; LYPLA1 counter: -3; PME-1 inh: 10; PAFAH2 FP inh: -10; PAD4 inh: -7; pPAFAH FP inh: 4

Results for CCCS(=O)(=O)N1CCCC(C(=O)NCCN2CCOCC2)C1 (configuration not stated) ?
PAFAH1B3 FP inh: 3; PAFAH1B2 FP inh: -1; LYPLA2 counter: -6; GSTO1 inh: 9; LYPLA1 counter: -6; PME-1 inh: 0; PAFAH2 FP inh: 8; PAD4 inh: -2; pPAFAH FP inh: -4

Screening results as filed in PubChem BioAssay.

An excerpt (hit frequency here may not be typical).
